# Compound activity from PubChem BioAssay.
# PMI inhibitors = inhibitors of human PMI, primary screen, biochemical, fluorescence intensity, coupled assay (AID 1209); purified PMI enzyme, coupled fluorescence intensity; higher % means a stronger effect; 0.42% of 190,000 active; one-dose inhibition, % at 20 µM; IC50 in µM for titrated hits;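 note: plate controls were DMSO vehicle for no effect and wells lacking substrate for full effect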
# Ins promoter up = MIN6 insulin promoter up-regulation. MIN6 insulin promoter-GFP reporter, high-content imaging; hits give high values. z-score at 5 µM. 0.3% of 190,000 active;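 active = z-score above 3 at 5 µM with at least 500 cells counted in the well; inconclusive = wells under 500 cells, flagged as cytotoxic or low count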
# Hep lipid drop = hepatic lipid droplet formation modulation | AML12 mouse hepatocytes, oleate lipid droplets, BODIPY imaging | inhibition, % at 6.5 µM | 0.4% of 240,000 active;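 active = lipid droplet intensity inhibited by at least 50%, with more than 500 cells counted; inconclusive = wells with under 300 cells, treated as cytotoxic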
#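 Material: mouse AML12 hepatocyte cell line, fixed after treatment; Timing: compound with oleate, overnight; Technique: high-content imaging of BODIPY-stained droplets and DAPI nuclei; Probe or stimulus: oleate, 100 µM final; Dosing: compound at 6.5 µM only.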
# TNAP activators = human TNAP enzyme activators, primary screen, biochemical, luminescent, no phosphate acceptor, uHTS (AID 1001). purified TNAP, luminescent activation assay, no phosphate acceptor; higher activation fold means a stronger effect. activation fold at 20 µM; hits with a dose series show EC50 in µM. 0.03% of 200,000 active; in the data active = activation fold from about 3, or a potency from the dose series; inactive = the rest, 99 in 100 with activation fold below about 1.6; note: many of its hits are not listed in these tables
# MT stabilizer = stabilizes microtubules in HeLa cells. HeLa tubulin immunostaining HCS, 24 h; share of cells brighter than vehicle mean+2SD. % tubulin-high responders, % at 10 µM. 0.83% of 200,000 active. AID 2205;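 active = plate Z-score above 3 for both tubulin-high and condensed-nucleus cell shares, with cell loss under 80%, at 10 µM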;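 note: anti alpha tubulin signal scored within the nucleus-defined area of each cell; some results filed as inactive read as strong as hits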
# T cell HTS = T cell immune modulators affecting CD8 T cell-vesicle binding | 2C CD8+ T cell-vesicle binding, flow cytometry; hits give low values | calls only at 7 µM | 0.068% of 330,000 active | AID 2052;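 active = response, share of CD8 T cells binding vesicles, and their 90th percentile fluorescence all below set limits, cut at about 80% in these data, passing the limit was not always enough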
#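 Also added: QL9-peptide-loaded Drosophila micro-vesicles bearing Ld, ICAM-1 and B7-1; Test system: purified 2C TCR transgenic mouse naive CD8+ T cells; Measured by: cytometric PE anti-B7-1 and Alexa647 anti-CD8 signals after 1% paraformaldehyde fixation; Timing: binding step 1.5 h, 37 °C, antibody labelling 20 min, ice.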
# Autophagy HCS = autophagy modulation, high-content screen; MEF GFP-LC3 puncta imaging; test concentration mostly 10 µM; calls only at 10 µM (by protocol); 0.98% of 190,000 active; AID 463193;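 active = percentage of spot-positive cells more than 3 SD above its plate mean, without a fluorescence outlier flag or 80% toxicity; inconclusive = no clear call, values can overlap the other calls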;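 note: spot-positive cell cutoff set from DMSO-treated cells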
# PMI inhibition = human PMI inhibitors, high substrate, primary screen, biochemical, fluorescence intensity, high mannose 6-phosphate (AID 1220) | recombinant PMI enzyme, coupled fluorescence intensity; higher % means a stronger effect | inhibition, % at 20 µM; hits with a dose series show IC50 in µM | 0.66% of 190,000 active
# bCat nuc transl = modulators of beta-catenin nuclear translocation. HeLa beta-catenin nuclear translocation, immunofluorescence imaging. nuclear translocation activity, % at 5 µM. 0.3% of 190,000 active. AID 1665;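 active = nuclear translocation activity above 50% at 5 µM, with a well cell count of 50 or more; inconclusive = wells under 50 cells across six images, flagged as toxic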;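 note: per-cell ratio of nuclear to cytoplasmic median beta-catenin stain intensity; plate controls were DMSO negative control for no effect and GSK-3 inhibitor IX positive control for full effect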
#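 Test system: human HeLa cells, native beta-catenin. Compound dosing: 5 µM primary single dose, 0.1% DMSO, 0.02–20 µM confirmation series. Incubation: compound exposure 24 h at 37°C. Detection: beta-catenin immunostaining with DAPI counterstain, 20x imaging, 6 fields/well. Read-out basis: Nuclear/cytoplasmic beta-catenin signal ratio, % activation.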
# Ins promoter up cell count = further read-out of Ins promoter up, marked with its call; cell count; measured here: cytotoxicity, nuclei count;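 total cells summed across four imaged fields per well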
# Hep lipid drop cells 6.5 µM = recorded beside Hep lipid drop, whose call it bears; cell count; measured here: cell count, cytotoxicity flag;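 cells counted across two imaged fields per well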
# bCat nuc transl cell count 5 µM = recorded beside bCat nuc transl, whose call it bears; cell count; measured here: cell count, cytotoxicity flag
# T cell HTS vesicle-bound % = recorded beside T cell HTS, whose call it bears; double positive events, %; measured here: CD8+ vesicle-bound cell fraction;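 binding gate set so that unloaded-vesicle control wells show 10% double positive cells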
# MT stabilizer Hoechst-high % = recorded beside MT stabilizer, whose call it bears; % Hoechst-high responders; measured here: nuclear condensation Hoechst responders;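 share of cells brighter than vehicle mean plus two SD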
# MT stabilizer cytotoxicity % = recorded beside MT stabilizer, whose call it bears; toxicity, %; measured here: cytotoxicity by cell density;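 0% = mean cell density of plate MIN control wells and 100% = no cells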
# Autophagy HCS cell loss 18 h = recorded beside Autophagy HCS, whose call it bears; toxicity, %; measured here: cell loss, nuclei count;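 cell loss after 18 h compound exposure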
# Starred values were filed as active, the others as inactive; i = inactive; ? = inconclusive; . = not tested or not shown. Cut-off read from the data, not from the text of the source, unless noted: active = inhibition above about 50%; inactive = the rest.
# Values in the order: PMI inhibitors	Ins promoter up	Ins promoter up cell count	Hep lipid drop	Hep lipid drop cells 6.5 µM	TNAP activators	MT stabilizer	MT stabilizer Hoechst-high %	MT stabilizer cytotoxicity %	T cell HTS	T cell HTS vesicle-bound %	Autophagy HCS	Autophagy HCS cell loss 18 h	PMI inhibition	bCat nuc transl	bCat nuc transl cell count 5 µM
> COc1ccc(C(=O)NN2C(=O)C3C(c4ccccc4)C=CC(c4ccccc4)C3C2=O)cc1 (stereo not given)
  16%	-0.48	1501	14	619	1.1	2.9	2.7	8.1	i	35	i	2	12%	-1.1	1109
> COc1ccc(NC(=O)c2nc3ccccc3s2)cc1
  0%	-0.19	1213	13	777	1.1	3.9	3.4	12	i	51	i	2	-11%	2.3	466
> Cc1ccc2nc(NC(=O)c3cccs3)sc2c1
  -9%	.	.	.	.	1	2.9	3.1	2.2	i	46	i	-1	-4%	.	.
> O=C(Nc1ccc(OCC(=O)N2CCOCC2)cc1)Nc1cccc(Cl)c1
  0%	-0.11	1628	21	719	1.1	1.9	1.9	6.4	i	48	i	26	-1%	2.1	1022
> O=C(/C=C/c1ccccc1)NCc1cccnc1
  10%	-0.31	1431	4	714	1	4.9	1.5	8.0	i	39	i	-7	6%	-2.7	1046
> N#C/C(=C/c1ccc(N2CCOCC2)o1)c1nc2ccccc2[nH]1
  7%	.	.	20	744	2.1	5.0	2.3	1.8	i	59	?	.	38%	12	1126
> CCCCNC(=O)c1onc(CSc2ccc(F)c(F)c2)c1C(=O)O
  4%	0.12	1585	.	.	1.1	2.7	1.8	4.7	i	9	i	-2	6%	2.3	1362
> CN(C)S(=O)(=O)c1ccc(-c2csnn2)s1
  -10%	.	.	9	798	1	2.9	1.0	0.0	i	39	i	-12	-14%	-8.9	1258
> Nc1cc(N)nc(SCC(=O)Nc2ccc3c(c2)OCCCO3)n1
  15%	0.06	1203	9	772	1.1	6.7	2.7	10	i	14	i	11	15%	-4.7	1170
> CCN1CCCC1CN(Cc1cc2ccc(C)c(C)c2[nH]c1=O)C(=O)Nc1ccccc1OC (stereo not given)
  8%	-0.09	773	.	.	1	3.3	1.7	10	i	8	i	12	14%	-3.3	1471
> CCOc1ccc(N2C(=O)C3C4C=CC(CC4)C3C2=O)c([N+](=O)[O-])c1 (stereo not given)
  4%	0	1349	.	.	1.1	2.7	1.8	6.4	i	35	i	11	3%	1.3	1313
> CCN(CC)CCN(C(=O)c1ccc(S(=O)(=O)N2CCCCC2)cc1)c1nc2cc3c(cc2s1)OCO3
  3%	0.85	1628	9	681	1.1	4.3	1.0	12	i	58	i	13	12%	-5.0	1138
> Cc1nc2ccccc2c(=O)n1NC(=O)/C=C/c1ccccc1Cl
  8%	-0.31	1155	2	555	1.1	2.1	3.7	5.2	i	61	i	-1	0%	4.4	944
> OCc1cn(-c2ccc(Cl)cc2)nn1
  4%	0.44	951	.	.	1.1	2.2	2.6	5.2	i	57	i	8	7%	-0.7	1051
> COc1ccc(CCCC(=O)NC2CCCCC2)cc1
  9%	.	.	.	.	1.1	1.8	1.7	3.4	i	55	i	-31	3%	.	.
> COc1ccc(NC(=S)N2CCCC(c3nc4ccc(C)cc4[nH]3)C2)cc1 (stereo not given)
  11%	-0.21	1451	-2	663	1	1.3	1.1	5.3	i	40	i	3	9%	1.3	1068
> S=C(Nc1ccc2c(c1)OCO2)N1CCCC1
  7%	-0.11	1521	11	656	1	4.8	1.7	7.2	i	21	i	5	19%	-0.4	1435
> Cc1ccc(C(=O)COC(=O)c2cnccn2)cc1[N+](=O)[O-]
  11%	0.31	1596	19	740	1	3.3	2.5	6.5	i	37	i	5	6%	-3.5	1132
> FC(F)(F)c1cccc(Oc2cc(C(F)(F)F)nc(-c3ccccn3)n2)c1
  -17%	.	.	.	.	1	1.6	1.6	11	i	33	i	0	-7%	.	.
> O=C(O)c1ccc2oc(SCC(=O)N3CCCCC3)nc2c1
  3%	.	.	-13	662	1.1	3.8	2.6	7.4	i	4	i	-9	1%	-0.2	1024

# Following part:
# Values in the order: PMI inhibitors	Ins promoter up	Ins promoter up cell count	Hep lipid drop	Hep lipid drop cells 6.5 µM	TNAP activators	MT stabilizer	MT stabilizer Hoechst-high %	MT stabilizer cytotoxicity %	T cell HTS	T cell HTS vesicle-bound %	Autophagy HCS	Autophagy HCS cell loss 18 h	PMI inhibition	bCat nuc transl	bCat nuc transl cell count 5 µM
> CCOc1ccccc1NC(=O)C1CCN(c2ccc(S(=O)(=O)N3CCCC3)cc2)CC1
  5%	.	.	.	.	1.1	5.2	1.7	3.9	i	35	i	-3	8%	1.0	1169
> Cc1ccc(C2CC(c3cccc(NS(C)(=O)=O)c3)=NN2S(C)(=O)=O)cc1 (stereo not given)
  1%	.	.	25	746	1	7.3	2.3	2.3	i	56	i	-37	12%	-2.7	1167
> COC(=O)c1ccc(C(=O)OC)c(-n2c(=O)c3ccccc3c3ccccc3c2=O)c1
  80%*	-1.6	1233	-1	652	1.1	2.7	1.8	7.5	i	45	i	2	-1%	1.6	1091
> CCCC(=O)n1nc(-c2ccccc2)nc1N
  -6%	.	.	-7	719	0.5	1.8	0.1	27	i	6	i	-5	-3%	0.0	1053
> CSCCC(NC(=O)c1ccc([N+](=O)[O-])cc1Cl)C(=O)OCC(=O)N(C)C (stereo not given)
  21%	0.27	1456	17	600	1	3.9	3.6	2.9	i	54	i	0	19%	-1.2	1034
> Cc1ccc(NC(=O)c2ccc(CSc3ncnc4nc[nH]c34)cc2)c(C)c1
  12%	.	.	.	.	1.1	3.0	2.4	5.5	i	24	i	19	15%	.	.
> COCCn1c(SCC(=O)NCCc2ccccc2)nnc1-c1ccco1
  -2%	1.1	1338	.	.	1.1	4.9	2.0	6.1	i	12	i	-2	-5%	-2.6	1130
> CCc1nnc(NC(=O)c2ccc(-c3ccc([N+](=O)[O-])cc3Cl)o2)s1
  9%	-0.08	1332	18	684	1	2.7	2.4	5.7	i	42	i	1	24%	-0.4	1116
> O=C(CN1CCOCC1)NC1C2CC3CC(C2)CC1C3 (stereo not given)
  -4%	-0.29	1326	.	.	1.1	3.7	2.4	7.8	i	32	i	0	0%	2.2	1416
> Nc1nnc(CC(=O)NCc2ccccc2)s1
  -4%	1	1306	.	.	1.1	1.7	1.2	7.9	i	38	i	-7	6%	-6.9	882
> CCOP(=O)(OCC)c1nc(-c2ccccc2)oc1NCc1ccccc1
  3%	-0.53	1305	-44	626	1.1	2.3	4.0	11	i	39	i	-2	-1%	0.0	912
> C(=N\Nc1nc(N2CCCC2)nc(N2CCCC2)n1)/c1ccncc1
  9%	-1.1	1285	4	694	1.1	3.6	1.1	3.7	i	2	i	26	22%	-0.3	1168
> N#C/C(=C(/O)Cc1ccccc1)P(=O)(c1ccccc1)c1ccccc1
  .	0.11	1070	20	696	.	.	.	.	i	16	.	.	.	-0.3	1342
> Cc1ccc(-n2c(C)nnc2SCC(=O)NNC(=O)c2ccco2)cc1
  -13%	-0.54	1208	-6	654	1.5	2.4	2.6	12	i	4	i	-5	-8%	0.4	1064
> Cc1cccc(-n2ncc3c(NC(C)C)ncnc32)c1
  3%	-1.3	1818	29	718	1.2	4.4	2.9	5.3	i	53	i	-10	8%	0.5	852
> CCOC1(OCC)N=C(N)C2(C#N)C(c3cccc(OC)c3OC)C12C#N (stereo not given)
  5%	1.6	1447	.	.	1.1	1.9	2.6	4.5	i	13	i	19	8%	-1.3	1464
> NC(=O)c1c(N)sc2c1CCCCC2
  24%	-0.08	1188	.	.	1.2	0.7	4.8	7.5	i	51	i	3	8%	-6.9	913
> CCCNC(=S)NC1CC2CCCC(C1)N2CC(C)C (stereo not given)
  14%	?	.	-10	667	1	1.4	1.3	5.4	i	32	i	8	11%	.	.
> CCN(CC)S(=O)(=O)c1cccc(C(=O)NCC(=O)OCC(=O)NCc2ccccc2)c1
  2%	.	.	.	.	1	4.4	1.7	0.9	i	30	i	6	-7%	.	.
> O=C(Nn1c(-c2ccncc2)nc2ccccc2c1=O)c1ccc([N+](=O)[O-])cc1Cl
  -35%	0.04	1240	4	691	1.1	1.6	3.0	3.4	i	44	i	-7	-15%	-2.6	1160
> CCOc1ccc(NC(=O)CCNc2c(N3CCCC3)c(=O)c2=O)cc1
  1%	0.4	1209	-2	683	1.1	1.3	1.2	6.1	i	35	i	-11	2%	.	.
> Cc1ccc(SCCc2ccc(C)nc2)cc1
  13%	0.33	1594	12	663	1.1	5.2	2.2	12	i	17	i	11	3%	0.3	1087

# One compound at a time, as listed above.
# CCOP(=O)(OCC)c1nc(-c2ccccc2)oc1NCc1ccccc1 is listed with PMI inhibitors = 3%; Ins promoter up = -0.53; Ins promoter up cell count = 1305; Hep lipid drop = -44; Hep lipid drop cells 6.5 µM = 626; TNAP activators = 1.1; MT stabilizer = 2.3; MT stabilizer Hoechst-high % = 4.0; MT stabilizer cytotoxicity % = 11; T cell HTS = i; T cell HTS vesicle-bound % = 39; Autophagy HCS = i; Autophagy HCS cell loss 18 h = -2; PMI inhibition = -1%; bCat nuc transl = 0.0; bCat nuc transl cell count 5 µM = 912
# N#C/C(=C(/O)Cc1ccccc1)P(=O)(c1ccccc1)c1ccccc1 is listed with PMI inhibitors = .; Ins promoter up = 0.11; Ins promoter up cell count = 1070; Hep lipid drop = 20; Hep lipid drop cells 6.5 µM = 696; TNAP activators = .; MT stabilizer = .; MT stabilizer Hoechst-high % = .; MT stabilizer cytotoxicity % = .; T cell HTS = i; T cell HTS vesicle-bound % = 16; Autophagy HCS = .; Autophagy HCS cell loss 18 h = .; PMI inhibition = .; bCat nuc transl = -0.3; bCat nuc transl cell count 5 µM = 1342

# PMI inhibitors: hit marks shown above.
SMILES	PMI inhibitors	TNAP activators	MT stabilizer Hoechst-high %	T cell HTS	T cell HTS vesicle-bound %	PMI inhibition
COC(=O)c1ccc(C(=O)OC)c(-n2c(=O)c3ccccc3c3ccccc3c2=O)c1	80%*	1.1	1.8	i	45	-1%
